Tau fluor cs – counter-screen for tau fibril formation inhibitors; Potency, µM (series often up to 57.7 µM), without a hit: at the top dose activity change, negative = decrease; tau K18 P301L Alexa594 fluorescence, heparin fibrillization; AID 1463; hit rate 0.93% among 280,000; note: % is set by controls: 0 for no effect and ±100 for the full control effect; nearly all actives have a fitted effect of over 55% in size
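Human K18 P301L tau (15 uM unlabeled plus 0.24 uM Alexa 594-labeled, final) in 100 mM sodium acetate pH 7 was mixed with compound and 20 uM heparin and incubated 6 hr at 37 C.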
L3MBTL1 block – L3MBTL1 (human) inhibition; Q9Y468; AlphaScreen L3MBTL1–H3K9me1 peptide binding; Potency, µM (doses to about 57.1 µM), for the others: at the highest dose activity, negative = inhibition, actives largely listed as inhibitors; hit rate 0.66% among 230,000; AID 485360; note: % is set by controls: 0 for no effect and ±100 for the full control effect; nearly all actives have a fitted effect of over 60% in size
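AlphaScreen proximity signal between nickel-chelate acceptor and streptavidin donor beads (final 10 ug/mL) reports binding of 50 nM L3MBTL1 to 75 nM biotin-H3 K9me1 peptide; complex incubated with compounds 30 min at room temperature; cefsulodin titration as control.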
TRb SRC2 PPI – disrupts binding of human TR beta to SRC2; P10828; TRbeta-SRC2 peptide binding, fluorescence polarization; receptor liganded with 1 µM T3; Potency, µM (titrated, usually from 106 µM), without a hit: at the top dose activity change, negative = inhibition, most hits filed as inhibitors; hit rate 0.065% among 280,000; AID 1469;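 note: plate controls were bound peptide for no effect and peptide without receptor for full effect; nearly all actives have a fitted effect of over 50% in size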
Target sequence (P10828 whole entry, looked up): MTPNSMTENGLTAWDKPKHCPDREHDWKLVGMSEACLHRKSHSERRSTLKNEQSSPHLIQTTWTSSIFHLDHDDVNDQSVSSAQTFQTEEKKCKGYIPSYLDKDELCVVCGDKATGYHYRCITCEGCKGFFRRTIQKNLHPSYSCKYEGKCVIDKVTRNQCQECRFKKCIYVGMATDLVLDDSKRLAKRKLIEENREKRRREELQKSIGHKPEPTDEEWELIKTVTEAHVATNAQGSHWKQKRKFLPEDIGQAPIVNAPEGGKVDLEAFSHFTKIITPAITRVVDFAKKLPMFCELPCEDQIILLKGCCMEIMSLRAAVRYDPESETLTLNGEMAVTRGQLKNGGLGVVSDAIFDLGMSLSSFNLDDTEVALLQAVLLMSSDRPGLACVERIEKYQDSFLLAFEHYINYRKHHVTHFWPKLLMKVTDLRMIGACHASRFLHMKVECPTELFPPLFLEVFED
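Decrease in fluorescence polarization of 20 nM Texas Red SRC2 coactivator peptide flagged inhibition of its binding to 0.6 uM TRb LBD; 1 uM T3 included, incubation 5 hr, ex 555/em 632 nm.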
Tau FP inhib – tau fibrillization inhibition (FP). K18 P301L tau heparin fibrillization, Alexa594 FP, 6 h. Potency, µM (series often up to 57.7 µM), for inactives: at the top dose activity, negative = inhibition, most hits filed as inhibitors. hit rate 0.39% among 280,000. AID 1468; note: % is set by controls: 0 for no effect and ±100 for the full control effect; nearly all actives have a fitted effect of over 55% in size
Target sequence (P10636 561-689 P618L limits assumed): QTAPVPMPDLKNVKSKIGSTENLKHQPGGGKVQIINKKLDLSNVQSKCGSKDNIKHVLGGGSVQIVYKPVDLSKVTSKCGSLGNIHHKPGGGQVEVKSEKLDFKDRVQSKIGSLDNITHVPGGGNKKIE
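Quantitative HTS format: compounds meet 15 uM recombinant K18 P301L tau and Alexa 594-tau tracer in 100 mM sodium acetate pH 7; 20 uM heparin triggers fibrillization at 37 C over 6 hr; FP gives the signal.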
RECQ1 inh – RECQ1 (human) helicase inhibition; RECQ1 DNA unwinding, red fluorescence kinetic read; AID 2549; hit rate 0.54% among 240,000; Potency, µM (top dose mostly 57.3 µM), for inactives: top-dose activity, negative = inhibition, hits mostly inhibitors; P46063;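 note: plate controls were vehicle for no effect and no enzyme for full effect; nearly all actives have a fitted effect of over 30% in size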
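50 nM RECQ1T1 preincubated 15 min with compound in Tris pH 8.0 buffer with MgCl2, DTT, Tween-20 and 2.5 ug/ml poly(dI-dC); started with 200 nM TAMRA/BHQ-2 forked duplex and 2 mM ATP. Unwinding read as fluorescence (525/598 nm), two reads 2 h apart.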
Tau ThT inhib – inhibitors of human tau fibril formation, thioflavin T binding. P10636. recombinant tau K18 P301L (four-repeat tau fragment), heparin-induced fibrillization, ThT fluorescence. Potency, µM (highest dose often 57.4 µM), for inactives: at the top dose activity, negative = inhibition, usual class: inhibitors. hit rate 2.1% among 270,000. AID 1460; note: % is set by controls: 0 for no effect and ±100 for the full control effect; nearly all actives have a fitted effect of over 55% in size
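Recombinant human tau K18 fragment […] carrying P301L, 15 uM unlabeled plus 0.24 uM Alexa 594-labeled, was fibrillized with 20 uM heparin in 100 mM sodium acetate pH 7 for 6 hr at 37 C; 30 uM ThT fluorescence read after 1 hr.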
HTT cytoprotect – protects HTT-Q103 PC12 cells, measured by ATP. PC12 HTT-Q103 induced, cytoprotection, ATP luminescence, 40 h. Potency, µM (titrated, usually from 56.4 µM), without a hit: cytoprotection (ATP increase), hits mostly activators. hit rate 0.14% among 230,000. AID 1471;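 note: % of control where 0% means no effect; nearly all actives have a fitted effect of over 45% in size; toxic huntingtin expression switched on by the ecdysone agonist tebufenozide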
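Huntington model: PC12 line, ecdysone-inducible HTTQ103 exon1–GFP, tebufenozide 100 nM. Test articles in a dose series. Endpoint luminescence from cellular ATP.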
TR SRC2 fluor cs – alters Texas Red total fluorescence, flagging assay interference. TRb/SRC2 Texas Red total fluorescence interference. Potency, µM (doses to about 106 µM), inactives show top-dose fluorescence change, negative = quenching. hit rate 0.29% among 280,000. AID 1479; active = well fitted curve in either direction with a large enough effect; inconclusive = small, poorly fitted or top-dose-only effect; note: % is set by controls: 0 for no effect and ±100 for the full control effect
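Human TRβ ligand-binding domain (0.6 uM) and Texas Red SRC2 peptide (20 nM) in Tris buffer with 1 uM T3 and 5% DMSO were incubated with pinned compound for 5 hr at ambient temperature. Total fluorescence was computed as S + 2P (555/632 nm).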
Active calls of the source: *; i = inactive; ? = inconclusive; . = not tested or not shown; [ ] = dose if it differs, or a comment. Unless noted, calls come from the whole dose curve; as a rule, active = well fitted curve in the direction sought with a large enough effect; inconclusive = small, poorly fitted or top-dose-only effect, or another doubt; inactive = no such curve, though single readings can be large; an effect the other way counts as inactive or inconclusive. Potency is the fitted concentration of half-maximal effect. Only part of the results is shown; the hit share may differ from the screen's.

SMILES	Tau fluor cs	L3MBTL1 block	TRb SRC2 PPI	Tau FP inhib	RECQ1 inh	Tau ThT inhib	HTT cytoprotect	TR SRC2 fluor cs
CCCCC1=CC2=CC(=O)C(C)(OC(=O)CC)C(=O)C2=CN1CCCN(CC)CC (configuration not stated)	1%[11.6 µM]	.	-1%[11.2 µM]	2%[11.6 µM]	6%[11.5 µM]	2%[11.5 µM]	5%[10 µM]	-1%[11.2 µM]
CNC(=O)COC(=O)Cc1ccc(Cl)cc1	2%	8%	8%	8%	i	-7%	4%	-4%
Cc1cccc2sc(N(Cc3cccnc3)C(=O)CCS(=O)(=O)c3ccccc3)nc12	-7%	.	-3%	-6%	.	-14%	.	0%
C[C@@H]1/C=C\CC(=O)OC[C@H](C)C(=O)N[C@@H](C)C(=O)OC1	-7%[11.6 µM]	.	5%[11.2 µM]	-3%[11.6 µM]	-4%[11.5 µM]	-6%[11.5 µM]	8%[10 µM]	0%[11.2 µM]
CO[C@@H]1COC(=O)C/C=C\[C@@H](C)COC(=O)[C@H](Cc2ccccc2)NC(=O)C/C=C\[C@H]1C	-6%[11.6 µM]	.	-9%[11.2 µM]	-1%[11.6 µM]	-6%[11.5 µM]	-5%[11.5 µM]	-8%[10 µM]	1%[11.2 µM]
CCOC(=O)c1c(C(=O)OCC)c(C)n(CCc2ccccc2)c1C	-15%	0%	-5%	-1%	-14%	?	.	-6%
O=C(c1ccc2c(c1)N(Cc1ccc(Cl)cc1)C(=O)c1ccccc1S2(=O)=O)N1CCCCCC1	-14%	.	-5%	8%	.	-6%	.	1%
CCOc1ccc(OCC)c(NC(=O)C2CCN(S(=O)(=O)c3cn(C)cn3)CC2)c1	-7%	.	10%	-8%	.	-5%	.	-2%
COCCCn1cnc2c(c1=O)c1nc3ccccc3nc1n2CCc1ccccc1	-12%	-5%	2%	-14%	-12%	-14%	-6%	-6%
O=C1CSc2ccc(C(=O)N3CCN(c4ccccn4)CC3)cc2N1	2%	7%	3%	6%	i	-4%	-19%	-5%
N#Cc1cc[n+](CC(=O)c2ccc(NC(=O)c3ccccc3)cc2)cc1	-24%	-4%	-1%	5%	i	?	17%[10 µM]	-4%
O=C1OC(/C=C/c2ccccc2)=NC/1=C\c1cccnc1	2%	6%	0%	3%	i	-1%	-3%[10 µM]	1%
COc1ccc(NC(=O)CC2C(=O)N(c3ccc(Cl)cc3)C(=S)N2CCc2ccccn2)cc1 (configuration not stated)	?	1%	-6%	?	-13%	2%	6%[10 µM]	?
CCCSc1nc2[nH]ncc2c(=O)[nH]1	3%	7%	-3%	-2%	0%	7%	16%[10 µM]	-1%
COC(=O)c1cc(OC)c(OC)cc1NC(=O)Nc1ccccc1F	-4%	4%	1%	2%	-16%	-2%	-1%[10 µM]	0%
Cc1cc(C)c[n+](-c2nc([O-])sc2C=O)c1	-11%	5%	3%	2%	0%	-9%	-9%	-1%
COc1cc2[nH]c(=O)n(CCC(=O)N3CCN(c4ccc(Cl)cc4)CC3)c(=O)c2cc1OC	-14%	.	-6%	-11%	.	-7%	.	-2%
CCc1ccc(S(=O)(=O)Nc2cccc(-c3ccc(N4CCOCC4)nn3)c2)cc1	-27%	.	2%	-2%	.	11%	.	4%
NNC(=O)CCN1CCN(Cc2ccccc2)CC1	-7%	-1%[11.4 µM]	0%	-3%	i	1%	-11%	-5%
COc1ccc2oc(C(=O)CCC(=O)O)c(N)c2c1	-3%	-2%	0%	4%	-8%	-15%	9%	-5%
CCC1(C)Cc2c(sc3nnn(CC(=O)Nc4ccc(C)cc4)c(=O)c23)CO1 (configuration not stated)	?	-1%	6%	-13%	?	-12%	-20%	1%
Cc1c(Cl)cccc1NC(=O)CN1C(=O)COc2ccc(S(=O)(=O)N3CCCCCC3)cc21	-3%	.	0%	-9%	.	17%	.	-1%
CN(C)C=Nc1ccccc1C1C=NNC1=O (configuration not stated)	-29%	-14%	-7%	-7%	-2%	11µM*	35%[10 µM]	-1%
COc1ccc(NC(=O)NC(C)c2c(-n3cccc3)sc3c2CCN(C)C3)c(OC)c1 (configuration not stated)	-15%	.	-4%	-1%	.	-9%	.	?
COc1ccc(C(=O)C2CCCN(C(=O)c3cnsn3)C2)c(C)c1 (configuration not stated)	1%	3%	-1%	5%	7%	3%	-18%[10 µM]	1%
CC(C)(CO)NCC(O)COc1ccc2c(c1)CCC2 (configuration not stated)	3%	13%	-2%	0%	-12%	3%	-11%[10 µM]	0%
CCOC(=O)c1[nH]ncc1CN1CCCC(C(=O)c2cc(Cl)ccc2OC)C1 (configuration not stated)	3%	-15%	-4%	1%	18%	2%	-12%[10 µM]	-2%
COc1ccc(N=C2SC(CC(=O)Nc3ccccc3OC)C(=O)N2Cc2ccco2)cc1 (configuration not stated)	13%	-25%	-1%[53 µM]	3%	5%	8%	-6%[10 µM]	-1%[53 µM]
Cc1cc(NC(=O)CSc2nc3ccc(Cl)cc3[nH]2)no1	-19%	.	-2%	-3%	-2%	?	0%	-1%
COc1cc(/C=N/NC(N)=O)cc(Br)c1OCc1ccccc1C	-10%	-1%	-10%	?	i	-7%	0%	0%
CCc1ccccc1NC(=O)c1cnn(-c2ccc(F)cc2)c1C1CCNCC1	-6%	.	-4%	-3%	.	-2%	.	0%
CCCc1nc(SCC(=O)Nc2ccccc2)c2c(=O)n(C)c(=O)n(C)c2n1	9%	-16%	-26%	?	2%	0%	-42%[10 µM]	-2%
CCCS(=O)(=O)c1c(S(=O)(=O)CCC)c2cc(CC)ccn2c1C(=O)OC	-16%	2%	-2%	1%	-14%	-7%	-37%	-3%
Cc1ccc2[nH]c(=O)c(NC(N)=S)nc2c1	-3%	-3%	5%	1%	-2%	?	?	-10%
Cc1cc(C)cc(OCc2nnc(N)s2)c1	-12%[11.6 µM]	.	-5%	-4%[11.6 µM]	-7%	.	17%[10 µM]	-3%
O=C1CCC(c2ccc(-n3ccnc3)cc2)=NN1	-9%	.	3%	2%	-1%	-14%	22%	-2%
COc1ccc(S(=O)(=O)N2CCC(C(=O)NCCc3ccccc3)CC2)cc1OC	-8%	.	-8%	-2%	i	-4%	-5%	-3%
O=C(COC(=O)C1=COCCO1)NC1CCCCCCC1	1%	?	0%	7%	i	-1%	-36%	-4%
O=c1c2ccccc2cnn1Cc1n[nH]c(=S)n1C1CC2CCC1C2 (configuration not stated)	-3%	1%	2%	-3%	-4%	-4%	-31%[10 µM]	-1%
CC(=O)Nc1ccc(NC(=O)C(C)OC(=O)CN(C)S(=O)(=O)c2ccc(Cl)cc2)cc1 (configuration not stated)	-13%	.	0%	-2%	-2%	-13%	0%	-2%
COc1ccc(-c2nnc(SCc3ncc(-c4ccccc4)o3)o2)cc1	-13%	8%	1%	4%	10%	?	2%[10 µM]	-1%
COc1ccc(-n2nc([N+](=O)[O-])c(=NCCc3ccc(Cl)cc3)n2O)cc1	-27%	-11%	-5%	2%	-1%	?	-39%[inhibitor]	-2%
Cc1onc(-c2ccccc2)c1C(=O)Nc1ccc(S(=O)(=O)N2CCCC2)cc1	-21%	-23%	-3%	-13%[2.34 µM]	i	-7%	11%[10 µM]	-1%
COc1ccc2[nH]c(=O)c(CN(Cc3cccs3)Cc3nnnn3C(C)(C)C)cc2c1	-13%	-2%	0%	11%	i	-19%	-18%[10 µM]	-1%
O=C(COc1ccc(F)cc1)NCc1ccc2c(c1)CCN2C(=O)c1ccc(F)cc1	-5%	.	-3%	8%	.	-4%	.	-12%
CCCCCOC(=O)Cn1c(SCC(=O)Nc2ccccc2)nc2c1c(=O)[nH]c(=O)n2C	-7%	0%	1%	6%	6%	-5%	5%[10 µM]	-6%
C=CCN1CC2CC3(COc4cc(C)cc(C)c4)C=CC2(O3)C1=O (configuration not stated)	0%	0%	3%	0%	7%	9%	-10%[0.074 µM]	1%
O=C(NC1=NC2CCCCC2N1)c1ccccc1 (configuration not stated)	-6%	.	8%	2%	-2%	-9%	-159%[inhibitor][0.074 µM]	-2%
CCC(C)(C)NC(=O)c1cc([N+](=O)[O-])ccc1N1CCOCC1	-1%	9%	7%	2%	-5%	-8%	13%[1.9 µM]	-9%
O=C(O)c1ccc(CSCc2ccccc2F)o1	10%	6%	-5%	8%	-10%	-1%	2%[10 µM]	3%
Cc1cc(/C([O-])=C(/C(=S)Nc2ccccc2)[n+]2ccccc2)c(C)n1-c1ccccc1	-18%	.	-2%	-4%	16%	?	-14%	0%
CCCCn1c(SCC(=O)NCc2ccco2)nc2ccc(N3CCOCC3)cc2c1=O	-2%	-5%[11.4 µM]	-2%	-4%	?	-7%	-9%	-1%
COc1cc(/C=N/Nc2cccc3cccnc23)cc(OC)c1O	?	.	-4%	7%	-8%	?	-7%	-10%
CCCC(=O)Nc1nc(C)c(-c2csc(Nc3ccccc3C)n2)s1	-26%	-4%	-1%	?	-5%	?	-29%	-1%
CC(C)(C)c1[nH]nc2c1C(c1ccsc1)C(C#N)=C(N)O2 (configuration not stated)	7%	-14%	-7%[53 µM]	3%	-10%	6%	-22%[10 µM]	?
NS(=O)(=O)c1ccc(N/N=C/c2ccc(O)cc2O)c([N+](=O)[O-])c1	?	-20%	2%	-2%	-27%	2.2µM*	-16%[10 µM]	-8%
CCCCNC(=O)CSc1nnc(NC(C)=O)s1	-6%	-1%	2%	3%	-6%	-3%	-6%	-7%

Of the compounds above, two contain a tert-butyl group:
SMILES	Tau fluor cs	L3MBTL1 block	TRb SRC2 PPI	Tau FP inhib	RECQ1 inh	Tau ThT inhib	HTT cytoprotect	TR SRC2 fluor cs
COc1ccc2[nH]c(=O)c(CN(Cc3cccs3)Cc3nnnn3C(C)(C)C)cc2c1	-13%	-2%	0%	11%	i	-19%	-18%[10 µM]	-1%
CC(C)(C)c1[nH]nc2c1C(c1ccsc1)C(C#N)=C(N)O2 (configuration not stated)	7%	-14%	-7%[53 µM]	3%	-10%	6%	-22%[10 µM]	?
